GAA glycogen mod: qHTS Assay for Inhibitors and Activators of Human alpha-Glucosidase Cleavage of Glycogen; 0.38% of 300,000 active; AID 2100, 2009; Potency, µM (doses to about 76.4 µM), for the others: at the top dose activity change, negative = inhibition, usual class: inhibitors; recombinant GAA, glycogen substrate, Amplex Red glucose oxidase fluorescence; Lysosomal alpha-glucosidase (Homo sapiens), P10253;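 also: 0% = full enzyme reaction and -100% = no-enzyme basal signal; the screen sought inhibitors and activators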
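Recombinant human enzyme (4 nM); glycogen substrate; 37 C, 40 min, pH 5.0. Readout: coupled glucose oxidase/Amplex Red fluorescence.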
GAA inh: qHTS Assay for Inhibitors of Human alpha-Glucosidase as a Potential Chaperone Treatment of Pompe Disease. purified human GAA, 4-MU-alpha-glucoside fluorescence. Lysosomal alpha-glucosidase (Homo sapiens), P10253. 0.005% of 200,000 active. Potency, µM (doses to about 76.9 µM), without a hit: at the highest dose activity change, negative = inhibition, most hits filed as inhibitors;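 also: plate controls were uninhibited enzyme wells for no effect and no-enzyme background for full effect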
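Human alpha-glucosidase, 4 nM, pre-mixed with test compounds before 400 uM 4-methylumbelliferyl substrate; 20 min room temperature at pH 5.0. Fluorescence read after pH 10 stop; AC50 values from Hill-equation fits.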
Tau FP inhib: qHTS for Inhibitors of Tau Fibril Formation, Fluorescence Polarization; Microtubule-associated protein tau (Homo sapiens), P10636; K18 P301L tau heparin fibrillization, Alexa594 FP, 6 h; Potency, µM (highest dose often 57.7 µM), for inactives: at the top dose activity, negative = inhibition, usual class: inhibitors; 0.39% of 280,000 active; AID 1468, 2008; also: % is scaled to controls: 0 for no effect and ±100 for the full control effect; nearly all actives have a fitted effect of over 55% in size
Target sequence (P10636 561-689 P618L limits assumed): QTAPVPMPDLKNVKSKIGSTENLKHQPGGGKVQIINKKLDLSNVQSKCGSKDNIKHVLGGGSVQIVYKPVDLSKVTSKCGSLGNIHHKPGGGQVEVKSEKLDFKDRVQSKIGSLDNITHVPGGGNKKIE
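Read-out: fluorescence polarization of Alexa 594-labeled tau (0.24 uM), 555 nm excitation, 632 nm emission. Mixtures held 15 uM unlabeled K18 P301L, compound and 20 uM heparin, pH 7 acetate buffer, incubated 6 hr at 37 C.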
aGal spleen mod: qHTS Assay for Inhibitors and Activators of Human alpha-Galactosidase From Spleen Homogenate; Alpha-galactosidase A (Homo sapiens), P06280; human spleen homogenate, 4MU-alpha-Gal fluorescence, 40 min; Potency, µM (top dose mostly 80 µM), for the others: at the highest dose activity change, negative = inhibition, actives largely listed as inhibitors; 0.008% of 240,000 active;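 also: 0% = enzyme with vehicle and -100% = no enzyme basal signal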
Target sequence (P06280 32-429 limits assumed): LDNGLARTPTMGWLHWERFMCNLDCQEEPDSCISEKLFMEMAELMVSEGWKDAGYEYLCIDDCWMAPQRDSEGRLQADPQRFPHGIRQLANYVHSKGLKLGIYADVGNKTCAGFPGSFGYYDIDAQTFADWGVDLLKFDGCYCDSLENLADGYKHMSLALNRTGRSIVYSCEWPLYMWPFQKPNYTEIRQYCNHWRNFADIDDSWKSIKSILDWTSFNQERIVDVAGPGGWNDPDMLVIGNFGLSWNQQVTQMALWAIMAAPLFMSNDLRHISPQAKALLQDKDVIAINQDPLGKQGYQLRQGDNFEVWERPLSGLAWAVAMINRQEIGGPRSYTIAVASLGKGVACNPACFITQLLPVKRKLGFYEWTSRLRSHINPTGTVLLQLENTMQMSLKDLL
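qHTS titration in buffer at pH 5.0. Alpha-galactosidase activity in spleen homogenate was measured via 4-methylumbelliferone release from 1 mM fluorogenic substrate after 40 min at 37C and a pH 10 stop. AC50 came from Hill fits of control-normalized data.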
Tau fibril ThT: qHTS for Inhibitors of Tau Fibril Formation, Thioflavin T Binding; 2.1% of 270,000 active; recombinant tau K18 P301L, heparin-induced fibrillization, ThT fluorescence; Potency, µM (titrated, usually from 57.4 µM), inactives show at the highest dose activity, negative = inhibition, most hits filed as inhibitors; Microtubule-associated protein tau (Homo sapiens), P10636; AID 1460, 2008; also: % is scaled to controls: 0 for no effect and ±100 for the full control effect; nearly all actives have a fitted effect of over 55% in size
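Aggregation was driven by heparin (20 uM final) acting on recombinant tau […] bearing P301L in 100 mM sodium acetate pH 7; fibrils were detected with Thioflavin T.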
HTT ATP protect: qHTS Multiplex Assay to Identify Dual Action Probes in a Cell Model of Huntington: Cytoprotection (ATP); PC12 HTT-Q103 induced, cytoprotection, ATP luminescence, 40 h; Potency, µM (series often up to 56.4 µM), for inactives: cytoprotection (ATP increase), usual class: activators; 0.14% of 230,000 active; AID 1471, 2008;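 also: % of control where 0% means no effect; nearly all actives have a fitted effect of over 45% in size; toxic huntingtin expression switched on by the ecdysone agonist tebufenozide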
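PC12 cells stably carrying ecdysone-inducible Htt exon 1 (Q103)–GFP were induced with 100 nM tebufenozide (final) alongside library compounds in a dose series. Cytoprotection was scored as retained ATP by ATPlite luminescence.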
Tau fluor counter: Counterscreen qHTS for Inhibitors of Tau Fibril Formation, Fluorescence Polarization; tau K18 P301L (four-repeat tau fragment) Alexa594 fluorescence, heparin fibrillization; Potency, µM (series often up to 57.7 µM), without a hit: at the top dose activity change, negative = decrease; 0.93% of 280,000 active; also: % is scaled to controls: 0 for no effect and ±100 for the full control effect; nearly all actives have a fitted effect of over 55% in size
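Human K18 P301L tau (15 uM unlabeled plus 0.24 uM Alexa 594-labeled, final) in 100 mM sodium acetate pH 7 was mixed with compound and 20 uM heparin and incubated 6 hr at 37 C.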
GAA spleen mod: qHTS Assay for Inhibitors and Activators of Human alpha-Glucosidase From Spleen Homogenate; 0.006% of 240,000 active; Lysosomal alpha-glucosidase (Homo sapiens), P10253; human spleen homogenate, 4-MU-alpha-glucoside fluorescence; AID 2112, 2009; Potency, µM (doses to about 79.9 µM), inactives show top-dose activity change, negative = inhibition, actives largely listed as inhibitors;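 also: 0% = enzyme with vehicle and -100% = no enzyme basal signal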
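Enzyme source: human spleen homogenate, 1 ug/well. Buffer 50 mM citric acid/K phosphate pH 5.0, 0.01% Tween-20. 4-MU-alpha-glucoside 1 mM; 37 C x 40 min; NaOH/glycine stop; fluorescence.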
An asterisk follows results filed as active; ? = inconclusive; . = not tested or not shown; & = joins results of further samples; [ ] = remark or other dose. Calls follow the shape of the dose curve; as a rule, active = well fitted curve in the direction sought with a large enough effect; inconclusive = small, poorly fitted or top-dose-only effect, or another doubt; inactive = no such curve, though single readings can be large; an effect the other way counts as inactive or inconclusive. Potency is read from the fitted curve at half-maximal effect.

The line under a structure holds: aGal spleen mod | Tau fibril ThT | Tau FP inhib | HTT ATP protect | GAA glycogen mod | GAA inh | Tau fluor counter | GAA spleen mod
C=CCn1c(SCCCc2ccccc2)nc2c1c(=O)[nH]c(=O)n2C
    0% | 3% | 7% | -6% | 7% | 6% | 0% | -1%
Cc1cc(C)c(NC(=O)COC(=O)CCc2ccc(S(=O)(=O)N3CCCCC3)cc2)c(C)c1
    5% | -9% | -6% | -23%[10 µM] | 18% | -1% | -10% | -1%
CCN(CC)S(=O)(=O)c1ccc(NC(=O)CC(NC(C)=O)c2ccccc2)cc1 (stereo unspecified)
    2% | -5% | 2% | 5% | 0% | -4% | -6% | -1%
Cc1ccc(OCC(=O)Nc2nc(-c3ccc(Br)cc3)ns2)cc1
    . | -5% | -17% | . | 0%[76.3 µM] | . | -17% | .
CCOC(=O)c1ccc(NC(=O)NC(C)C2CCCO2)cc1 (stereo unspecified)
    7% | -8% | -2% | 19% | 0% | 3% | -2% | -8%
Cc1ccc2oc(-c3cccc(NC(=S)NC(=O)c4cccs4)c3)nc2c1
    8% | ? | -11% | 10%[10 µM] | -5% | -6% | ? | -9%
CCOC(=O)C(NCCc1ccccc1)(NC(=O)CC)C(F)(F)F (stereo unspecified)
    2% | -1% | 5% | -12%[10 µM] | -5% | -6% | 5% | -3%
CCOc1ccccc1CNC(=O)c1cc2oc3ccccc3c2n1CC
    1% | ? | -3%&-3% | 1% | 12%[76.3 µM] | -7% | -28%&-25% | 1%
CC(C)CC1=C/C(=C/c2ccc(-c3ccccc3)o2)C(=O)O1
    -2% | ? | -10% | . | 2% | 14% | -20% | 4%
O=C(NNc1nc(-c2ccc(Br)cc2)cs1)c1ccco1
    2% | ? | -5% | -185%[inhibitor] | ? | -3% | ? | -1%
O=C(Nc1ccc(Cl)cc1)C1CCN(C(=O)NC2CCCCC2)CC1
    0% | -2% | -2% | 19% | 6% | -3% | -10% | -3%
NC(=O)c1cccc(S(=O)(=O)N2CC(c3ccccc3)CC2=O)c1 (stereo unspecified)
    3% | -3% | -3% | -6% | 11% | -3%[15.4 µM] | -2% | -15%
CN1C(C(=O)NCCc2cccs2)CC2Cn3c(nc4ccccc43)C21 (stereo unspecified)
    7% | 16% | -4% | 17%[10 µM] | 4% | . | 21% | -17%
CCCCCCn1c(N)c(C#N)c2ccc([N+](=O)[O-])cc2c1=O
    0% | ? | -2% | 8% | 5% | -6% | -14% | .
CCCCC(=O)Nc1nnc(S(=O)(=O)N(C)Cc2ccccc2)s1
    . | ? | -2% | . | -5%[76.3 µM] | . | 3% | .
CC(=O)Nc1ccc(Cl)cc1C(=O)O
    -5% | -3% | 2% | -2%[1.9 µM] | 1% | 1% | 2% | -16%
COc1ccc(S(=O)(=O)Nc2ccc(O)c3ccccc23)cc1
    -4% | ? | ? | 15%[10 µM] | 9.9µM* | 5% | ? | 6%
FC(F)(F)c1ccc(-c2noc(CN3CCCN(C4CCCCC4)CC3)n2)cc1
    -5% | -16% | 4% | -27% | 11% | -2%[15.4 µM] | -14% | -9%
COc1ccc(NC(=O)CCN2CCCCC2)cc1
    1% | -11% | 0% | 7%[10 µM] | 0% | 4% | -6% | -28%
CNc1nc2sc3c(c2c(=O)n1C)CC(C)(C)SC3
    ? | ? | 10% | -19% | 2% | 2% | -19% | ?
C[C@H](NC(N)=O)C(=O)OCC(=O)Nc1ccc(OC(F)F)cc1
    -8% | -6% | -1% | 5%[10 µM] | 6% | -2% | -4% | 8%
Cc1c(NS(=O)(=O)c2ccc(S(=O)(=O)c3ccccc3)s2)c(=O)n(-c2ccccc2)n1C
    -4% | -13% | -7% | 29%[10 µM] | -13% | -4% | -18% | -9%
COC(=O)c1cccc(NC(=O)CCc2ccccc2)c1
    -6% | -2% | -2% | 7%[10 µM] | 4% | -2% | 1% | -4%
Cn1c(=O)c2c(nc(Oc3ccc(-c4ccccc4)cc3)n2C)n(C)c1=O
    4% | -12% | 5% | -11% | 3% | 3% | -1% | -3%
COc1ccc(CNC(=O)C2CC(c3ccc(F)cc3)=NO2)cc1 (stereo unspecified)
    7% | -4% | 0% | 0% | -3% | -7% | -5% | -3%
O=C(CSc1nc(-c2ccc(Cl)cc2)cs1)Nc1cccc([N+](=O)[O-])c1
    -7% | ? | ? | 18%[10 µM] | 3% | 1% | ? | -3%
N#CCC(=O)N/N=C/c1cn(Cc2ccc(Cl)cc2Cl)c2ccccc12
    0% | -13% | -4% | -1%[10 µM] | 2% | -13%[15.4 µM] | ? | -3%
COc1cc(SC)ccc1C(=O)Nc1ccccc1
    0% | -16% | -15% | -45%[inhibitor] | -11% | -16% | -15% | -7%
Cc1cc(Nc2ccccc2)n(-c2ccc(Br)cc2)n1
    -5% | ? | 7% | -1% | ? | -4% | ? | -10%
C/C(=C/C(=O)O)C(=O)Nc1cccc(C(F)(F)F)c1
    -1% | -12% | 6% | -14% | 2% | -27% | 1% | 0%
CC(C)NCC1CCc2cc(CO)c([N+](=O)[O-])cc2N1 (stereo unspecified)
    -1% | -3% | 2% | -6%[10 µM] | 10% | 2% | -6% | 1%
O=C(Nc1ccc([N+](=O)[O-])c(NC(=O)C2CCCO2)c1)C1CCCO1 (stereo unspecified)
    -20% | ? | -3% | . | 8% | 5% | -11% | -14%
CCN(CC)S(=O)(=O)c1ccc(N2CCCCC2)c(C(=O)Nc2ccccc2N2CCOCC2)c1
    -1% | -7% | 3% | -12% | 1% | -8% | -9% | -2%
O=S(=O)(c1ccc(Cl)cc1)c1nnn2c1nc(N1CCCCC1)c1sccc12
    . | -2% | 2% | . | -5%[76.3 µM] | . | -18% | .
COC(CNC(=O)Cn1ncc2ccsc2c1=O)OC
    1% | -8% | -12% | 20% | 11% | 2% | -9% | 0%
O=C(N/N=C1/C[C@@H](O)[C@@H](O)[C@@H]2[C@@H]3C(=O)N(C4CCCCC4)C(=O)[C@H]3CC[C@H]12)OCc1ccccc1
    -12%[17.5 µM] | -4%[11.5 µM] | -3%[11.6 µM] | -21%[10 µM] | . | . | -6%[11.6 µM] | -8%[17.4 µM]
c1cncc(C2OCC3(CO2)COC(c2cccnc2)OC3)c1 (stereo unspecified)
    7% | 5% | -2% | 11%[10 µM] | -7% | 10% | 0% | -9%
COc1cccc(/C=N/N2CCN(C3c4ccccc4-c4ccccc43)CC2)c1O
    -1% | -12% | -3% | -19%[10 µM] | ? | . | -21% | -2%
CNNC(=S)Nc1ccc(Cl)cc1
    -2% | -12% | 13% | 15%[10 µM] | -21% | -6%[15.4 µM] | -17% | -6%
CN(C)S(=O)(=O)c1cccc(NC(=O)c2ccc(OC(F)(F)F)cc2)c1
    5% | 7% | -9% | 4%[10 µM] | 4% | -6% | -16% | -6%
Cc1ccc(C)c(C(C)NC(=O)CC#N)c1 (stereo unspecified)
    5% | -1% | 0% | . | -10% | 7% | 4% | 0%
O=C(NN=C(Cc1ccccc1)Cc1ccccc1)c1ccccc1O
    -7% | -6% | -2% | -21% | 8.8µM* | ? | -7% | -15%
COC(=O)N/N=C/c1ccccc1
    19% | -10% | -3% | -18% | 6% | -14% | -7% | -6%
COc1ccc(S(=O)(=O)N[C@@H](CC(C)C)C(=O)O)cc1
    1% | -11% | 6% | 5% | 4% | -7% | -5% | 5%
CCC(C(=O)OCC(=O)Nc1c(Cl)cccc1Cl)c1ccccc1 (stereo unspecified)
    -7% | 4% | -13% | 33%[10 µM] | -2% | 1% | 0% | 7%
CCCCCCCCCCCCCCC[C@@H](O)[C@H](CO)NC(C)=O
    9%&9% | -1%&-10% | 0%&8% | -10%&-32% | . | . | 1%&-9% | 1%&1%
COc1ccc(NC(=O)COC(=O)/C=C/c2cnc3ccccc3n2)cc1
    7% | ? | 1% | -9%[10 µM] | 2% | -7% | -12% | 5%
COc1cc(NC(=O)C(=O)N2CCN(C)CC2)c(OC)cc1Cl
    11% | -3% | -4% | -13%[10 µM] | 10% | . | -2% | 7%
Cc1cccc(-c2nnc(SCCC(=O)O)o2)c1
    . | ? | -6% | . | -13%[76.3 µM] | . | ? | .
CCOC(=O)N1CCN(C(=S)Nc2ccc(C)cc2C)CC1
    1% | 10% | 0% | -36% | -9% | -1% | 9% | 4%
CC[C@@H](C)C(NC(=O)OC(C)(C)C)c1cn([C@@H](Cc2ccc(O)cc2)C(=O)N2CCN(C(=O)OC(C)(C)C)CC2)nn1 (stereo partly specified)
    0% | -1% | -1% | 9%[10 µM] | 5% | . | -5% | -2%
CC(=O)Nc1cccc(-c2nc3ccccc3c(=O)o2)c1
    1% | -14% | 7% | 11%[10 µM] | -1% | 6% | -4% | 0%

Shown bar-delimited: entries from further up.
compound | aGal spleen mod | Tau fibril ThT | Tau FP inhib | HTT ATP protect | GAA glycogen mod | GAA inh | Tau fluor counter | GAA spleen mod
COc1cc(SC)ccc1C(=O)Nc1ccccc1 | 0% | -16% | -15% | -45%[inhibitor] | -11% | -16% | -15% | -7%
Cc1cc(Nc2ccccc2)n(-c2ccc(Br)cc2)n1 | -5% | ? | 7% | -1% | ? | -4% | ? | -10%
C/C(=C/C(=O)O)C(=O)Nc1cccc(C(F)(F)F)c1 | -1% | -12% | 6% | -14% | 2% | -27% | 1% | 0%
CC(C)NCC1CCc2cc(CO)c([N+](=O)[O-])cc2N1 (stereo unspecified) | -1% | -3% | 2% | -6%[10 µM] | 10% | 2% | -6% | 1%
O=C(Nc1ccc([N+](=O)[O-])c(NC(=O)C2CCCO2)c1)C1CCCO1 (stereo unspecified) | -20% | ? | -3% | . | 8% | 5% | -11% | -14%
